Bioassay records: PubChem, National Center for Advancing Translational Sciences (NCATS)
N370S GC mod: qHTS Assay for Inhibitors and Activators of N370S glucocerebrosidase as a Potential Chaperone Treatment of Gaucher Disease. Lysosomal acid glucosylceramidase (Homo sapiens), P04062. N370S GC spleen homogenate, 4MU-glucoside fluorescence. 330,000 compounds, 0.092% hits. Potency, µM (highest dose often 59.4 µM), inactives show top-dose activity change, negative = inhibition, most hits filed as inhibitors;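 also: 0% = full enzyme activity and -100% = no enzyme basal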
TDP1 block: qHTS Assay for Inhibitors of Tyrosyl-DNA Phosphodiesterase (TDP1) | Tyrosyl-DNA phosphodiesterase 1 (Homo sapiens), Q9NUW8 | recombinant TDP1, AlphaScreen DNA substrate cleavage | Potency, µM (series often up to 130 µM), for the others: at the highest dose activity change, negative = inhibition, actives largely listed as inhibitors | 350,000 compounds, 0.28% hits; also: nearly all actives have a fitted effect of over 40% in size
Target sequence (Q9NUW8 whole entry, looked up): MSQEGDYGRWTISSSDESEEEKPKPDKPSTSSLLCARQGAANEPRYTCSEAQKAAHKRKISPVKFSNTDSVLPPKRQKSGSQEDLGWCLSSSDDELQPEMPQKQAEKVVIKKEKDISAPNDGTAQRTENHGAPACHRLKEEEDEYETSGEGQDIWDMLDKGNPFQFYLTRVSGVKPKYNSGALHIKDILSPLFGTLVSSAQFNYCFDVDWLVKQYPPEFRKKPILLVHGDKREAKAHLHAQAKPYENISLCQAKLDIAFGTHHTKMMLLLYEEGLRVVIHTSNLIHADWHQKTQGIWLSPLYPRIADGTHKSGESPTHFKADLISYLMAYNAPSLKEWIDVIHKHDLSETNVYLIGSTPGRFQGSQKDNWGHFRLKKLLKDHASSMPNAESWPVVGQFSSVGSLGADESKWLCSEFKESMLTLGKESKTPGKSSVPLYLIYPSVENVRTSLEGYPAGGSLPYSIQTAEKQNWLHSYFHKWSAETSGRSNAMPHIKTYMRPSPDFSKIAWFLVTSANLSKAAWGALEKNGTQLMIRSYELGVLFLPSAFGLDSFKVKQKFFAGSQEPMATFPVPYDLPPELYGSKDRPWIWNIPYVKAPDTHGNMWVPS
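Steps: enzyme plus compound, 15 min RT; add biotin/phosphotyrosine-FITC oligonucleotide (15 nM final), react 5 min; add donor/acceptor beads (10 ug/ml final), 10 min; read AlphaScreen. Tdp1 at 1 nM final.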
FEN1 inh: qHTS Assay for the Inhibitors of Human Flap endonuclease 1 (FEN1) | Potency, µM (titrated, usually from 114 µM), without a hit: top-dose activity change, negative = inhibition, most hits filed as inhibitors | 390,000 compounds, 0.35% hits | AID 588795, 2011 | Recombinant FEN1 flap cleavage, fluorescence, 15 min | P39748; also: nearly all actives have a fitted effect of over 65% in size
Target sequence (P39748 whole entry, looked up): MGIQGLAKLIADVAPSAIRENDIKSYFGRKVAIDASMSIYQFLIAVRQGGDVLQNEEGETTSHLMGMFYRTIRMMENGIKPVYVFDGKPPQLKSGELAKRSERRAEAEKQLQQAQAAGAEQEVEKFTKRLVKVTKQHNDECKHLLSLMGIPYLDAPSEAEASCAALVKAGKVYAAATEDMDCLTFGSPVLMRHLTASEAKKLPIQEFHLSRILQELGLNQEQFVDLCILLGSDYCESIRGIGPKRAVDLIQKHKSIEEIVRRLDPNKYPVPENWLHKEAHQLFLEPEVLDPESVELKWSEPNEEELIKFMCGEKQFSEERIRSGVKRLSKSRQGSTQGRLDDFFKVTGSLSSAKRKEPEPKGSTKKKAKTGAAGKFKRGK
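Steps: FEN1 (10 nM) dispensed; compound added by pin tool; 15 min at room temperature; substrate added to 50 nM final; reads at 0 min and 15 min; data normalized and fitted (four-parameter Hill).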
Numbers without * were called inactive; ? = inconclusive; / = no result given; & = joins results of further samples; [ ] = dose if it differs, or a comment. Calls follow the shape of the dose curve; as a rule, active = well fitted curve in the direction sought with a large enough effect; inconclusive = small, poorly fitted or top-dose-only effect, or another doubt; inactive = no such curve, though single readings can be large; an effect the other way counts as inactive or inconclusive. Unless noted, % is scaled to controls: 0 for no effect and ±100 for the full control effect; potency is read from the fitted curve at half-maximal effect. The list is partial (hit frequency here may not be typical).

Molecule | TDP1 block | N370S GC mod | FEN1 inh
O=C1CN(O)C(c2ccccc2Cl)=c2cc(Br)ccc2=N1 | / | -1.6% | 16.6%
O=c1c2ccccc2nc(/C=C/c2ccc(O)c(O)c2)n1-c1ccccc1 | / | -21.1% | -13.3%
CCN(CC)CCOC(=O)c1cc2cc(COC)ccc2o1 | 4.7% | 1.0% | -5.6%
Cc1nc2c(c(=O)[nH]1)C(c1ccc([N+](=O)[O-])cc1)c1c(c3ccccc3oc1=O)O2 (stereo not drawn) | / | 2.0% | -8.2%
O=C(c1cc([N+](=O)[O-])ccc1N1CCNCC1)N1CCOCC1 | -0.6% | -16.6% | 9.6%
CC12CCC3C(CCC4C/C(=N/O)CCC43C)C1CCC2O (stereo not drawn) | 2.7% | 4.0% | -1.6%
CN(C)c1ccc(P(=S)(N(C)C)N(C)C)cc1 | 3.1% | -3.5% | -7.6%
CCOC(=O)C1=C(N)OC2=C(C(=O)CCC2)C12C(=O)N1c3c(ccc(C)c32)C(C)=CC1(C)C (stereo not drawn) | 2.2% | -8.8% | -2.2%
C[C@H]1C[C@H](C)C(=O)[C@@H]([C@H](O)CC2CC(=O)NC(=O)C2)C1 | -9.0%[56.1 µM] | 0.1% | /
O=C(N/N=C/c1c(O)n(C2CC2)c(=S)[nH]c1=O)c1ccccc1O | 8.3% | -28.7% | -8.7%
CCCCCCN=C(C)c1c(O)n(CCCC)c(=O)[nH]c1=O | 4.9% | -0.3% | 0.3%
CCN(CC)c1ccc(/C=C2\C(=O)NC(=O)N(CC3CCCO3)C2=O)cc1 (stereo not drawn) | 3.1% | -6.6% | ?
C=CP(=O)(O)c1ccccc1 | -4.2% | 9.7% | -5.9%
CCOC(=O)c1[nH]c(C)c(C(=O)N2CCC3(CC2)OCCO3)c1C | 3.1% | -4.1% | -4.8%
CC(N)[C@H](O)c1ccc(O)c(O)c1 (stereo partly drawn) | ? | 2.6% | 14.1µM*
O=C1NO[C@@H]2CN[C@@H](C(=O)O)[C@H]12 | 3.9% | -10.5% | /
OC1(c2ccccc2)CCNC2CCCCC21 (stereo not drawn) | / | -11.2% | 2.0%
C#CCN1CCN(c2ccc(F)cc2)CC1 | -2.7% | -13.0% | 0.1%
Cc1ccc(C(=O)Nc2ccccc2)cc1S(=O)(=O)N1CCCC1 | 1.9% | / | 2.2%
COC(=O)[C@@H]1C[C@H]2CC[C@H](O)C[C@H]2N1CC1CC1 | 0.3% | 2.7% | /
Cc1cccc(CCNCc2cc3cccc(C)c3[nH]c2=O)c1 | 5.4% | -17.1% | 11.8%
C=C(CO)CC1CC(O)[C@]2(C)OC3CC4OC5C[C@]6(C)O[C@]7(C)CCC8OC9C[C@]%10(C)OC%11C(C)=CC(=O)OC%11CC%10OC9C[C@@H](C)C8OC7CC6O[C@]5(C)C/C=C\C4OC3CC2O1 (stereo partly drawn) | 1.3% | 3.8% | 13.8%
CCN(CC)CCOC(=O)c1ccc(N=Cc2c(O)[nH]c(=O)[nH]c2=O)cc1 | 2.0% | -8.2% | 3.1%
CN1C2CCC1CC(=NO)C2 | 3.6% | 7.5% | -3.6%

In another format: three of the compounds above.
> C#CCN1CCN(c2ccc(F)cc2)CC1
  TDP1 block: -2.7%
  N370S GC mod: -13.0%
  FEN1 inh: 0.1%
> C=CP(=O)(O)c1ccccc1
  TDP1 block: -4.2%
  N370S GC mod: 9.7%
  FEN1 inh: -5.9%
> C=C(CO)CC1CC(O)[C@]2(C)OC3CC4OC5C[C@]6(C)O[C@]7(C)CCC8OC9C[C@]%10(C)OC%11C(C)=CC(=O)OC%11CC%10OC9C[C@@H](C)C8OC7CC6O[C@]5(C)C/C=C\C4OC3CC2O1 (stereo partly drawn)
  TDP1 block: 1.3%
  N370S GC mod: 3.8%
  FEN1 inh: 13.8%

Next section.
Molecule | TDP1 block | N370S GC mod | FEN1 inh
Cc1c(C=O)c2ccccc2n1Cc1ccccc1 | / | -5.1% | 5.6%
COc1ccccc1N1CCN(Cc2cccc(OC)c2O)CC1 | -1.9% | 3.2% | -6.1%
CN(C)CCO | 7.1% | -2.2% | /
Cc1ccc(-c2cc(-c3ccccc3)cc(-c3ccccc3)[n+]2-c2ccccc2)cc1 | 1.4% | -13.8% | -17.1%
C[C@H](NC(=O)[C@@H](N)Cc1ccc(O)cc1)C(=O)N[C@@H](Cc1ccccc1)C(=O)N[C@@H](Cc1ccccc1)C(N)=O | 2.4% | -1.8% | /
CC1CCC(NCC(O)c2ccccc2)CC1 (stereo not drawn) | 3.5% | -7.6% | -13.3%
COc1ccc(OCC(=O)N2CCN(Cc3ccc(SC)cc3)CC2)cc1 | 2.8% | -19.9% | 7.6%&-7.5%
c1ccc(C2OCCN3CCCCC23)cc1 (stereo not drawn) | -2.6% | 2.4% | -3.2%
COc1cc2c(cc1O)[C@@H]1Cc3ccc(OC)c(O)c3CN1CC2 | / | -1.4% | ?
O[C@@H](Cc1ccncc1)C(Cl)(Cl)Cl | 12.8%[56.1 µM] | 3.0% | /
COc1ccc2c(c1O)[C@]13CCN(C)[C@H](C2)[C@@H]1CCC(=O)C3 | -5.5% | 0.1% | 0.7%
Cc1cccn2c(=O)c3c(nc12)N1CCC(Cc2ccccc2)CC1C1(C3)C(=O)N(C)C(=O)N(C)C1=O (stereo not drawn) | 0.0% | -10.6% | -4.1%
CC1CCCN(CC(=O)N2CCCc3ccccc32)C1 (stereo not drawn) | 3.2% | 1.0% | 9.4%
COC(=O)C1=C(c2ccc(-c3ccccc3)c(F)c2)C[C@@H]2CC[C@H]1N2C(=O)NCCc1ccccc1 | 3.2% | / | -33.7%
CCC(CC)C(=O)NC1CCSC1=O (stereo not drawn) | 3.8% | ? | -11.2%
COc1ccc(OC)c(CC(=O)N(C)C2CCCN(Cc3ccccc3F)C2)c1 (stereo not drawn) | 2.6% | -4.5% | -1.0%
C[C@H]1O[C@@H](OC2CC[C@]3(C=O)[C@H]4CC[C@]5(C)[C@@H](C6=CC(=O)OC6)CC[C@]5(O)[C@@H]4CC[C@]3(O)C2)CC2OC(C)(C)OC21 (stereo partly drawn) | / | -7.8% | -4.4%
COC(=O)C1=C(c2cccc(OCc3ccccc3)c2)C[C@@H]2CC[C@H]1N2C(=O)NCc1ccc(OC)c(OC)c1 | 0.2% | / | -5.0%
O=C(CCNC(=O)N1C[C@H]2C[C@@H](C1)c1cccc(=O)n1C2)Nc1ccc(F)cc1 | / | -0.1% | 3.5%
CC(=NCC1CCCO1)c1c(O)n(C2CCCCC2)c(=O)[nH]c1=O (stereo not drawn) | 1.3% | 9.2% | -2.4%
O=c1c2ccccc2nc(/C=C/c2ccccc2O)n1-c1ccc(Br)cc1 | -6.6%[12.3 µM] | / | ?
O=c1[nH]c2ccccc2c(=O)n1-c1cccc(Cl)c1 | -2.0% | 11.6% | -3.9%
CC(N)C(=O)c1ccco1 (stereo not drawn) | 2.8% | 3.4% | 0.0%
CCCCCn1c(=O)c(C(=O)NCc2ccco2)c(O)c2ccccc21 | -4.8% | -11.9% | 13.7%

Compounds listed so far with sulfur, in the order listed:
Molecule | TDP1 block | N370S GC mod | FEN1 inh
CN(C)c1ccc(P(=S)(N(C)C)N(C)C)cc1 | 3.1% | -3.5% | -7.6%
O=C(N/N=C/c1c(O)n(C2CC2)c(=S)[nH]c1=O)c1ccccc1O | 8.3% | -28.7% | -8.7%
Cc1ccc(C(=O)Nc2ccccc2)cc1S(=O)(=O)N1CCCC1 | 1.9% | / | 2.2%
COc1ccc(OCC(=O)N2CCN(Cc3ccc(SC)cc3)CC2)cc1 | 2.8% | -19.9% | 7.6%&-7.5%
CCC(CC)C(=O)NC1CCSC1=O (stereo not drawn) | 3.8% | ? | -11.2%

(more compounds)
Molecule | TDP1 block | N370S GC mod | FEN1 inh
Cc1cc(Cl)nc(N)n1 | 0.0% | 4.0% | -5.2%
Cc1ccc(C2=CCNCC2)cc1 | 5.0% | 4.5% | 4.6%
O=C1NC(=O)N(Cc2ccco2)C(=O)/C1=C\c1ccc(-c2ccc(F)cc2)o1 | ? | 4.7% | ?
COP(=S)(OC)Oc1ccc([N+](=O)[O-])c(C)c1 | 9.5% | -5.5% | /
C=CCN1CCc2cccc3c2[C@H]1Cc1ccc(O)c(O)c1-3 | / | -11.7% | -19.7%
CCOP(=O)(OCC)c1cc(CC)ccc1O | 1.2% | -7.8% | -15.4%
Cc1c(CCN)ccc2c1[nH]c1ccccc12 | / | -23.0% | 9.5%
O=C(O)c1cccc2c1NC(c1cccc([N+](=O)[O-])c1)C1CC(Sc3ccccc3[N+](=O)[O-])C(Cl)C21 (stereo not drawn) | 10.1% | 0.3% | -25.9%
Cn1cccc1/C=C1/C(=O)NC(=O)N(Cc2ccccc2)C1=O | 5.3% | 3.7% | -9.3%
Cc1nc2ccccc2n1C1CCN(Cc2nnnn2CCc2ccccc2)CC1 | 3.9% | -5.2% | 2.3%
CCCC[C@@H](C)[C@@H](OC(=O)C[C@@H](CC(=O)O)C(=O)O)[C@H](C[C@@H](C)CCCCCC[C@@H](O)C[C@H](O)[C@H](C)N)OC(=O)C[C@@H](CC(=O)O)C(=O)O | 4.3% | -3.8% | /
C=C(C)C1Cc2c(ccc3c2OC2COc4cc(OC)c(OC)cc4C2C3=O)O1 (stereo not drawn) | 14.3% | 29.4% | /
COc1cccc(C2SCC(=O)Nc3c2c(C)nn3-c2ccc(C)c(Cl)c2)c1OC (stereo not drawn) | 8.6% | / | -7.3%
CN(C)C(Cc1ccccc1)C(=O)c1c[nH]c2ccccc12 (stereo not drawn) | / | -26.1% | 10.5%
C=CCn1c(O)c(C=NCCCOc2ccc(CC)cc2)c(=O)[nH]c1=S | -4.4% | 6.0% | -17.6%
ON1C2CCCCC2N(O)C1c1ccccc1F (stereo not drawn) | -5.2% | -2.3% | -6.0%
C=CCOC(=O)COc1cc(C)cc2oc(=O)c3c(c12)CCC3 | 0.0% | 24.7% | -1.1%
CCOC(=O)C1(CCc2ccccc2)CCN(Cc2cccc3cnccc23)CC1 | / | -8.1% | -5.6%
O=C(c1ccc(N2CCCCC2)c([N+](=O)[O-])c1)N1CCC2(CC1)OCCO2 | -1.1% | 2.8% | -1.2%
C=COCCn1c(C)c(C(=O)OCC)c2cc(O)ccc21 | 3.8% | -5.9% | 11.0%
Cc1oc(-c2ccccc2F)nc1CS(=O)CC(=O)N1CCC2(CC1)OCCO2 (stereo not drawn) | 1.9% | -10.9% | -6.6%
O=C1NC(=O)N(Cc2ccc(F)cc2)C(=O)/C1=C\c1ccc(N2CCCC2)cc1 | 5.1% | 12.3% | ?
c1ccc(CN2CCNCC2)nc1 | / | -25.4% | 13.5%
CCOP(=O)(OCC)C(NC(=O)c1cccc2ccccc12)C(Cl)(Cl)Cl (stereo not drawn) | 8.1% | 7.2% | 0.3%
CC12CC(c3ccccc3O1)C(C(=O)OCc1ccccc1)C(=O)N2 (stereo not drawn) | -2.2% | 6.6% | -5.3%
O=c1c2ccc(Cl)cc2[nH]c(=S)n1-c1cccnc1 | -7.5% | 21.1% | 6.3%
Cc1nn(C)c(C)c1-c1cccc2c1CCC(N(C)C)C2 (stereo not drawn) | 4.1% | -21.7% | /
COc1ccc(OCC(=O)N2CCN(CC3CC4C=CC3C4)CC2)cc1 (stereo not drawn) | -5.8% | 2.1% | 1.1%
O=C1NC(=O)C(=Cc2cccc(OCCOc3ccccc3)c2)C(=O)N1 | / | 0.1% | -27.1%
COc1ccc(Cc2c(O)[nH]c(=S)[nH]c2=O)cc1 | 4.9% | -0.1% | 13.1%
CCC(C)n1c(O)c(C=NCCc2ccccc2)c(=O)[nH]c1=S (stereo not drawn) | 4.1% | -2.9% | -27.0%
CC[C@@H](CO)NC(=O)[C@@H]1C=C2c3cccc4[nH]cc(c34)C[C@H]2N(C)C1 | 10.6% | 0.9% | -18.9%
Cc1cc(/C=C2\C(=O)NC(=O)N(c3ccc(Cl)cc3)C2=O)c(C)n1-c1sc2c(c1C#N)CCCC2 | 5.3% | -16.7% | ?
COc1ccc(CCn2c(O)c(/C=N/NC(=O)c3ccncc3)c(=O)[nH]c2=O)cc1OC | 8.0% | -8.0% | -6.5%
COc1cc(O)cc2c1cc([N+](=O)[O-])c1c(C(=O)O)cc3c(c12)OCO3 | 2.9% | / | ?
CN(C)CP(=O)(O)CN(C)C=O | 1.0% | 10.4% | -2.6%
Cc1cccc(NP(=O)(Oc2ccccc2F)Oc2ccccc2F)c1 | 1.2% | ? | -20.0%
CC(Cc1cccs1)NCc1ccccc1 (stereo not drawn) | 2.9% | 6.2% | -3.9%
